Screening data (PubChem BioAssay)
ALOX12 inh: ALOX12 (human) lipoxygenase inhibition | P18054 | purified 12hLO, xylenol orange hydroperoxide absorbance | Potency, µM (series often up to 108 µM), for inactives: top-dose activity change, negative = inhibition, hits mostly inhibitors | 580,000 tested, 1.1% active; active = well fitted inhibition curve with a large enough effect; inconclusive = small, poorly fitted or top-dose-only effect, or another doubt; inactive = no such curve, though single readings can be large or run the other way
Target sequence (P18054 whole entry, looked up): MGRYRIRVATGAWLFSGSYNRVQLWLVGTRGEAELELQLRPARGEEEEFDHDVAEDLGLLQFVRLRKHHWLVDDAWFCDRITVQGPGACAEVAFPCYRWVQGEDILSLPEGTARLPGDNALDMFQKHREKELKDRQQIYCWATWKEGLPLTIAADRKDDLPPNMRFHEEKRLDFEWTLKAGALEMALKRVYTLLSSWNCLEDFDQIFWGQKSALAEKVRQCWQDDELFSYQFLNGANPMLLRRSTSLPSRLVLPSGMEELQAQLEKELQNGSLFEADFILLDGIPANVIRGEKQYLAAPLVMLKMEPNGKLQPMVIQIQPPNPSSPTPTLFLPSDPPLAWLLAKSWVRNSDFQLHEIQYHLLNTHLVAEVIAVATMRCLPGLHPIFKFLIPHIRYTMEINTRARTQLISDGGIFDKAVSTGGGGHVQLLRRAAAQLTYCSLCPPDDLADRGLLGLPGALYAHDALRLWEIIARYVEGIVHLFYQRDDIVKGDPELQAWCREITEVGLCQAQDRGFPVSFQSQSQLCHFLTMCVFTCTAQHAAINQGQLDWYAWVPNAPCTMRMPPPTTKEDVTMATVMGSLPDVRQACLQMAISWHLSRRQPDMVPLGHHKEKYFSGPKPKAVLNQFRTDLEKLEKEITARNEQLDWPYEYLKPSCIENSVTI
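Hydroperoxide product was detected by ferrous iron/xylenol orange as the 573 to 405 nm absorbance ratio. Arachidonic acid at 40 uM (final) was turned over for 30 min at room temperature by 150 nM human 12hLO, pH 7.0 Hepes buffer, after 15 min compound preincubation.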
An asterisk follows results filed as active; ? = inconclusive; [ ] = remark or other dose. % is set by controls: 0 for no effect and ±100 for the full control effect; potency is the fitted concentration of half-maximal effect. Not all compounds are listed; count on the stated rates, not on these rows.

ALOX12 inh	molecule
-5%	CCN1CCc2[nH]cnc2C12CCN(C(=O)C1CCc3ccccc3C1)CC2 (stereo not given)
35%[activator][176 µM]	O=C(c1cccnc1)N1C[C@@H]2OCC(=O)N(CC3CC3)[C@@H]2C1
?	CC(=O)OCc1cnc(C)c2oc(=O)c(-c3nc(-c4ccccc4)no3)cc12
6%	CCOc1cc(=O)n2c(c1C(=O)Nc1ccccc1F)CCCC2
53%[activator]	COc1ccc(Cl)cc1S(=O)(=O)N1CCCC(Cn2cnc3cccnc32)C1 (stereo not given)
?	CCCCCCn1nc(C(=O)Nc2ccc(OC)c(OC)c2)c2ccccc2c1=O
4%[176 µM]	COCCn1cnc2ccc(-c3ccc(F)c(Cl)c3)nc2c1=O
7%	Cc1ccccc1-c1ccc(C(=O)NCCCn2ccnc2C(C)C)cn1
11%	N#CC1CCN(C(=O)c2nc(-c3cc(Cl)cc(Cl)c3)c3ccccn23)CC1
39%	CCc1ccc(CN2C[C@@H]3C(=O)N(CCCN4CCCC4=O)C(=O)[C@@H]3C2)cc1
11%	COc1ccccc1OCc1cc(C(=O)N2CCC(NC(C)=O)CC2)n[nH]1
3%[176 µM]	O=c1cc(-c2cccnc2)oc2c(-c3cccc(CO)c3)nccc12
-13%	COc1cccc2cc(C(=O)N3c4ccccc4CC3C)c(=O)oc12 (stereo not given)
11%[176 µM]	COc1ccc(CC(=O)N[C@H]2[C@H](O)[C@H](O)C[C@@H]2c2ccc(C(F)(F)F)nc2)cc1
9%[176 µM]	CCCCc1cc(C[C@H]2CNCC[C@H]2CC(=O)NCc2ccccc2)no1
8%	Cc1nc(NCc2ccco2)sc1C(=O)NCCC(C)C
?	COC(=O)C1=C(C)N=C2SC=C(CC(=O)N3CCCC3)N2C1c1ccc(C)cc1C (stereo not given)
22%	CC(CCc1ccccc1)NC(=O)Cn1cccc1-c1nc(-c2ccc(F)cc2)no1 (stereo not given)
32%	CCCN(C)c1nccnc1OC1CCN(C(=O)c2ccnn2C)C1 (stereo not given)
38%	O=C1NC(C(=O)N2CCN(Cc3ccc4c(c3)OCO4)CC2)Cn2cccc21 (stereo not given)
?	Cc1ccc2c(=O)c(-c3nc(-c4ccccc4C)no3)cn(CC(=O)NCc3cccs3)c2n1
-7%	O=C(NCCOc1ccccc1F)c1n[nH]c(=O)c2ccccc12
16%	COC(=O)CC1N(S(=O)(=O)c2ccc(C)cc2)c2ccccc2C1(C(=O)OC)C(=O)OC (stereo not given)
?	COCCn1c2c([n+](Cc3cnccn3)c1C)C(=O)c1ccccc1C2=O
-4%	COc1ccc(N2CC(C(=O)N3CCCOCC3)CC2=O)cc1Cl (stereo not given)
-7%	O=C(Cc1scnc1-c1cccs1)NCc1ccccc1Cl
15%	O=C(NCCCc1ccccc1F)[C@@]12CNC[C@@H]1CN(Cc1ccccc1)C2
35%	Cc1ccccc1OCC(=O)NC1CCN(c2cc(-c3ccccc3)[nH]n2)CC1
-78%	CCOC(=O)C1=C(N)OC2=C(C(=O)CCC2)C1c1ccc(Cl)cc1 (stereo not given)
2%	O=C(C1CCCC1)N1CCC(c2nc(C3CCOCC3)no2)C1 (stereo not given)
31%	COc1ccc(-c2c(-c3ccc(OCCN4CCCCC4)cc3O)n[nH]c2C)cc1OC
11%	COc1ccccc1N1CCN(C(=O)C[C@@H]2O[C@H](CNC(=O)NC(C)C)[C@@H](O)[C@H]2O)CC1
18%	O=C(NCc1nnc2cc(-c3nc(C4CC4)no3)ccn12)C1CCC1
?	Cc1ccccc1-c1nc(C#N)c(NCCN(C)C)o1
-17%	Cc1ccc(/C=N/N(c2ccccc2)c2ccccc2)cc1
10%	CCCCn1c(N2CCN(CCc3ccccc3)CC2)nc2c1c(=O)[nH]c(=O)n2C
5%	Cc1ccc(Nc2nc(CSc3nnc4n3CCCCC4)cs2)cc1C
-2%	Cc1ccc(CN(CC(=O)NCC2CCCO2)C2CC2)cc1 (stereo not given)
-1%	O=C(CSc1nc2nc[nH]c2c(=O)[nH]1)Nc1ccccc1F
-6%	CCn1c(SCC(=O)c2ccc[nH]2)nnc1-c1ccc(OC)cc1
4%	CN1CC[C@H]2CN(C(=O)CCCc3ccccc3)C[C@@]2(C(=O)O)C1
-17%	O=C(CSc1nnc2n(-c3ccccc3)c(=O)c3ccccc3n12)Nc1ccc(Cl)cc1
-3%	O=C(c1cccnc1)C1CCCN(Cc2ccc3c(c2)CN(C(=O)c2cccs2)CCO3)C1 (stereo not given)
?	CCOC(=O)/C(C#N)=C/c1ccsc1C
11%	CCNC(=O)C1CCN(Cc2nnnn2-c2ccccc2)CC1
10%	O=C(c1cccs1)N1CCC(n2cc(-c3nc(-c4ccccc4)no3)nn2)CC1
25%	c1ccc(-c2noc(-c3nc(-c4ccc5c(c4)OCO5)no3)n2)cc1
27%	COc1ccc(CN(C)c2nn3c(=O)cc(C)nc3s2)cc1OC
51%[activator]	O=C(CCc1conc1-c1ccc(F)cc1)NCc1cccc(Br)c1
?	COCCn1cnnc1SCc1ccc(Cl)s1
33%	CCCS(=O)(=O)N1CCC2(CC1)CC(=O)N(Cc1cc(F)cc(F)c1)C2
6%	O=C(CSc1nc2ccccc2s1)NCCc1ccc(F)cc1
18%	COc1cccc(NC(=O)CN2C(=O)NC(c3ccc(C)cc3)C3=C2COC3=O)c1 (stereo not given)
-2%	COc1cccc(/C=C/C(=O)c2ccc(C)cc2C)c1OC
?	COc1ccc(-c2onc(C)c2-c2ccc(OC)c(OC)c2)c(O)c1
-6%	COc1cc(OC)cc(C(=O)Nc2ccc3nc(N4CCCC4)sc3c2)c1
9%[6.33 µM]	COc1ccc(-n2nc3n(c2=O)CCN(Cc2ccc(N(C)C)cc2)C3)cc1
0%[12.5 µM]	Cc1ccc(-c2ccccc2C=O)cc1Cl
71%[activator]	C=CCN1CCN(C(=O)C2CCCN(Cc3ccncc3)CCC(=O)NCC2)CC1 (stereo not given)
13%	COc1cccc(/C=C(\C#N)c2ccc(Cl)cc2)c1OC(C)C

Carrying on.
ALOX12 inh	molecule
4%	COc1ccc(CNC(=O)c2ccc3c(c2)N(C(=O)c2ccc(F)cc2)CC3)c(OC)c1
?	O=C(Nc1ccc(Cl)c(Cl)c1)c1ccc(-c2ccccc2)cc1
-10%	CCC(C)OC(=O)c1ccc(-c2ccc(-c3ccc(C(=O)OC(C)CC)cc3)cc2)cc1 (stereo not given)
-20%	CC(=O)N1CC2(CCN(CCc3ccccn3)CC2)CC1C(=O)O (stereo not given)
?	CCOC(=O)C(N)CO (stereo not given)
-27%	CC(=O)Nc1cccs1
-5%[57.4 µM]	CC(C)OC(=O)C1=CN(C(=O)c2ccc(F)c(F)c2)CC(C)(C)c2c1[nH]c1ccccc21
7%	CC12CC3(C)CC(C)(C1)CC(N)(C2)C3
-64%	Cc1ccc(C)c(NC(=O)CCc2c(C)[nH]n(-c3ccc(F)cc3)c2=O)c1
14%	CC(NC(=O)c1nn(C)c(=O)c2ccccc12)c1cccs1 (stereo not given)
?	Brc1c(CSc2nc3ccccc3o2)nc2ccccn12
37%[activator]	COCCNC(=O)CN1CN(c2ccccc2)C2(CCN(C(=O)NC3CCCCC3)CC2)C1=O
3%	CC(C)(C)c1ccc(S(=O)(=O)N2CCN(C(=O)C(=O)c3cccc(C(F)(F)F)c3)CC2)cc1
36%	CC(C)C(=O)N1CCC(CCOc2ccccc2F)C1 (stereo not given)
35%[activator]	Cc1cccc2[nH]c(COc3ccc(F)cc3)nc12
-9%	COCCn1cnc2c1c(=O)n(CC(O)COc1ccc(C(C)(C)C)cc1C)c(=O)n2CC(C)C (stereo not given)
1%	O=C(CC1CCCN(c2cnn(CC3CC3)c(=O)c2)C1)NCCc1c[nH]c2ccccc12 (stereo not given)
-21%	Cc1ccc(N2CCN(C(C(=O)O)c3c[nH]c4cc(NC(=O)C(C)C)ccc34)CC2)c(C)c1 (stereo not given)
?	COc1ccc2c(C)c(CCC(=O)N3CCN(C(C)=O)CC3)c(=O)oc2c1
18%	Cc1ccc(-n2ncc3c(NCC4CCCO4)ncnc32)cc1C (stereo not given)
3%	Cc1ccc(N2C(=O)CSC23C(=O)Nc2ccccc23)cc1Br (stereo not given)
?	O=C(COc1ccc(Cl)cc1)NCCc1nnc2ccccn12
0%[176 µM]	COc1cccc(NC(=O)[C@@H]2C[C@@H](c3cccc(C(F)(F)F)c3)N(C)C2)c1
-26%	O=C(COc1ccc2c(=O)c(-c3ccc(Cl)cc3)coc2c1)N[C@H](CO)c1ccccc1
18%	CCCCNc1nc2c(c(=O)[nH]c(=O)n2C)n1Cc1ccccc1Cl
-8%	CCc1noc(-c2cn(C3CCN(C(=O)c4cccc(NC(C)=O)c4)CC3)nn2)n1
6%	CC(C)C(CNC(=O)c1nn(-c2ccccc2)c(=O)c2ccccc12)N1CCOCC1 (stereo not given)
7%	COc1ccccc1OCC(=O)c1ccc2c(c1)N(CCCC(=O)N1CCC(C)CC1)C(=O)CO2
6%	CC(C)(Oc1ccccc1)C(=O)N1CCCn2nc(C(=O)N3CCOCC3)cc2C1
82%[activator]	Cn1nnc(-c2ccc(C(=O)N3CCC4(CCCO4)CC3)cc2)n1
0%	C[C@H](O)[C@@H]1CN2CCc3c([nH]c4c(-c5ccccc5)cccc34)[C@@H]2C[C@@H]1N(C)C(=O)c1ccco1
59%[activator][176 µM]	CCCOc1cc(C)c2c(c1C)C[C@H](C(C)C(=O)NCc1ccc(OC)cc1)CC2 (stereo not given in full)
13%	COCCOc1ccc2c(n1)CCN(C(=O)Cc1ccc(F)cc1)C2
19%	COc1cccnc1C(=O)N1CCC(N2CCCC(C(=O)N3CCCC3)C2)CC1 (stereo not given)
-2%	O=C1NCCC[C@@H]1NC(=O)[C@@H]1CN(C(=O)CS(=O)(=O)c2ccccc2)CCN1C(=O)c1ccccc1
-20%	COC(=O)c1cc(NC(=O)CCC2CCCCC2)cc(C(=O)OC)c1
40%[activator]	COc1ccc(/C=C/C(=O)OCCN(C)C(C)C)cc1
?	Cc1ccc(C2CC(=O)c3cn4nc(C(F)(F)F)nc4nc3C2)cc1 (stereo not given)
6%	COc1cccc(OCc2nc3c(n2Cc2ccccc2)C(=O)N(Cc2cccc(Cl)c2)CCN3)c1
23%	COCc1c(C(=O)N2CCC(N3CCCCC3)CC2)cnn1-c1ncc(C)c(-c2cccs2)n1
-13%	CCc1ccccc1N(C(C)=O)c1nc(CSc2nnc(C3CC3)n2C2CC2)cs1
?	COC(=O)c1ccc(CNC(=O)C2Cc3ccccc3O2)cc1 (stereo not given)
?	CNC(=O)c1cccc(OCc2coc(-c3cccc(F)c3)n2)c1
7%[12.5 µM]	CNC(C)c1ccccc1OC (stereo not given)
-5%	Cc1cccc(C)c1NC(=O)C1(C)CSCC(=O)N1CCCN1CCOCC1 (stereo not given)
?	CCC(=O)N1CCc2c(sc3ncnc(N4CCN(C)CC4)c23)C1
6%	Cc1ccc(C(=O)NC2CCCc3c2cnn3-c2ccc(F)cc2F)cn1 (stereo not given)
?	Cc1cc(CS(=O)(=O)CC(=O)NC2CCCCCC2)no1

Fetched by compound from above:
ALOX12 inh	molecule
4%[176 µM]	COCCn1cnc2ccc(-c3ccc(F)c(Cl)c3)nc2c1=O
13%	COc1cccc(/C=C(\C#N)c2ccc(Cl)cc2)c1OC(C)C

More records
ALOX12 inh	molecule
7%	COC(=O)COc1ccc2oc(C)c(C(=O)OC(C)C)c2c1
3%	COc1ccccc1C1CCCN1C(=O)c1oc2ccc(C)cc2c1C (stereo not given)
7%	CC1CCC(NC(=O)CN2C(=O)NC3(CCS(=O)(=O)CC3)C2=O)CC1 (stereo not given)
?	COc1cc(=O)n2c(c1C(=O)NCc1ccco1)CCN(Cc1cccc(Cl)c1)CC2
-17%	O=[N+]([O-])c1cccc(N=Cc2sc3ccccc3c2O)c1
5%[6.33 µM]	COc1cccc(N2C(=O)NC(=NC3CCCCC3)C23CCN(Cc2ccccc2)C3)c1 (stereo not given)
?	O=c1cc(-c2cccnc2)oc2c(-c3ccccc3F)nccc12
28%	CC(C)c1ccc(CN(C(=O)Cc2n[nH]c(=O)c3ccccc23)C2CC2)cc1
46%[activator]	CN(C)C1(CNC(=O)C2CCN(C(=O)c3ccc(F)cc3)CC2)CCCCCC1

Structures shown so far that have a Cl atom, in the order listed:
ALOX12 inh	molecule
53%[activator]	COc1ccc(Cl)cc1S(=O)(=O)N1CCCC(Cn2cnc3cccnc32)C1 (stereo not given)
4%[176 µM]	COCCn1cnc2ccc(-c3ccc(F)c(Cl)c3)nc2c1=O
11%	N#CC1CCN(C(=O)c2nc(-c3cc(Cl)cc(Cl)c3)c3ccccn23)CC1
-4%	COc1ccc(N2CC(C(=O)N3CCCOCC3)CC2=O)cc1Cl (stereo not given)
-7%	O=C(Cc1scnc1-c1cccs1)NCc1ccccc1Cl
-78%	CCOC(=O)C1=C(N)OC2=C(C(=O)CCC2)C1c1ccc(Cl)cc1 (stereo not given)
-17%	O=C(CSc1nnc2n(-c3ccccc3)c(=O)c3ccccc3n12)Nc1ccc(Cl)cc1
?	COCCn1cnnc1SCc1ccc(Cl)s1
0%[12.5 µM]	Cc1ccc(-c2ccccc2C=O)cc1Cl
13%	COc1cccc(/C=C(\C#N)c2ccc(Cl)cc2)c1OC(C)C
?	O=C(Nc1ccc(Cl)c(Cl)c1)c1ccc(-c2ccccc2)cc1
?	O=C(COc1ccc(Cl)cc1)NCCc1nnc2ccccn12
-26%	O=C(COc1ccc2c(=O)c(-c3ccc(Cl)cc3)coc2c1)N[C@H](CO)c1ccccc1
18%	CCCCNc1nc2c(c(=O)[nH]c(=O)n2C)n1Cc1ccccc1Cl
6%	COc1cccc(OCc2nc3c(n2Cc2ccccc2)C(=O)N(Cc2cccc(Cl)c2)CCN3)c1
?	COc1cc(=O)n2c(c1C(=O)NCc1ccco1)CCN(Cc1cccc(Cl)c1)CC2
